SENP7 inh = SENP7 protease inhibitors, primary screen, biochemical, luminescence, uHTS | inhibition, % at 5 µM | Sentrin-specific protease 7 (Homo sapiens), Q9BQF6 | recombinant SENP7, Z-RLRGG-aminoluciferin luminescence, 40 min | 1.5% of 330,000 active | AID 434973, 2010;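 active = inhibition above about 50% at the single test dose, limit read from the data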;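 note: plate controls were DMSO with enzyme for no effect and no enzyme buffer wells for full effect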
Target sequence (Q9BQF6 706-1050 limits assumed): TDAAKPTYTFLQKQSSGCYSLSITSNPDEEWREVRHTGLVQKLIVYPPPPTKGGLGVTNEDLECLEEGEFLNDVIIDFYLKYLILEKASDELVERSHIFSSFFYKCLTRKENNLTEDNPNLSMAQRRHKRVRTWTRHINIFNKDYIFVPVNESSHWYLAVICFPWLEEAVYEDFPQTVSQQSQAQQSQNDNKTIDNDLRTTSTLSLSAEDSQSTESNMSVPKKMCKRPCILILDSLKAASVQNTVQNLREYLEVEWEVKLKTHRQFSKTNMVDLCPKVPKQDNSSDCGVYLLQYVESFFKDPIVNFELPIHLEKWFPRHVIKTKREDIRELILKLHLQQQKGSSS
PfGluPho inh = PfG6PD enzyme inhibitors, primary screen, biochemical, fluorescence intensity, uHTS; glucose-6-phosphate dehydrogenase-6-phosphogluconolactonase (Plasmodium falciparum 3D7); PfGluPho enzyme, NADPH resazurin-diaphorase fluorescence; inhibition, % at 20 µM; 0.78% of 350,000 active; AID 504690, 2011;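 active = inhibition reaching at least a set limit at 20 µM in the primary screen, cut at about 59% in these data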;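 note: 0% = DMSO wells with substrate and 100% = DMSO wells lacking glucose-6-phosphate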
SENP6 block = SENP6 protease inhibitors, primary screen, biochemical, luminescence, uHTS | AID 2599, 2010 | inhibition, % at 10 µM | Sentrin-specific protease 6 (Homo sapiens), Q9GZR1 | 1.8% of 330,000 active | Recombinant SENP6 catalytic domain, aminoluciferin luminescence;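 active = inhibition above about 50% at the single tested dose, limit read from the data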;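 note: plate controls were DMSO wells with enzyme for no effect and DMSO wells lacking enzyme for full effect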
Target sequence (Q9GZR1 628-1112 limits assumed): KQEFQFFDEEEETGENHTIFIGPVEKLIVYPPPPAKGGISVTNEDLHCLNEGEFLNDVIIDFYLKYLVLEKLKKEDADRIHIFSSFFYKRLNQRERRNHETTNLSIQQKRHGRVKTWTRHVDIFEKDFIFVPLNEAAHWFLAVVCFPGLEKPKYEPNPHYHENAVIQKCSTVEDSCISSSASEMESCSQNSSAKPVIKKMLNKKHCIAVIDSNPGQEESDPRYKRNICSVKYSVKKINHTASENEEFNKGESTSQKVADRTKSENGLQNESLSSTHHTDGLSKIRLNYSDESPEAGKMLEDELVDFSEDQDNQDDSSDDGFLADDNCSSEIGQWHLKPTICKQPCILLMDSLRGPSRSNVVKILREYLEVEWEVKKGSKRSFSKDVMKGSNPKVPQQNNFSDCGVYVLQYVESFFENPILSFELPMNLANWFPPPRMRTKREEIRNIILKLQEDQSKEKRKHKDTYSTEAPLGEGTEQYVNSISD
MPTP block = mitochondrial permeability transition pore inhibitors, primary screen, biochemical, isolated mouse mitochondria, absorbance. inhibition, % at 10 µM. 1.4% of 360,000 active. Ca2+ swelling absorbance, 30 min;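 active = inhibition of 50% or more, scaled per plate between neutral and stimulator controls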;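 note: 0% = DMSO wells given calcium and 100% = 1 mM EGTA wells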
ATG4B inhibitor = ATG4B protease inhibitors, primary screen, biochemical, fluorescence, uHTS; Cysteine protease ATG4B (Homo sapiens), Q9Y4P1; ATG4B cleavage of LC3-PLA2, NBD-HPC fluorescence, 1 h; inhibition, % at 8.33 µM; 0.51% of 340,000 active; in the data active = inhibition above about 40%
SENP8 block = human SENP8 protease inhibitors, primary screen, biochemical, fluorescence, Nedd8 protein substrate, uHTS | Sentrin-specific protease 8 (Homo sapiens), Q96LD8 | recombinant SENP8 | inhibition, % at 20 µM | 0.64% of 360,000 active | AID 602440, 2012; in the data active = inhibition mostly above about 40%, no sharp cut-off; inactive = mostly below about 27%
Target sequence (Q96LD8 whole entry, looked up): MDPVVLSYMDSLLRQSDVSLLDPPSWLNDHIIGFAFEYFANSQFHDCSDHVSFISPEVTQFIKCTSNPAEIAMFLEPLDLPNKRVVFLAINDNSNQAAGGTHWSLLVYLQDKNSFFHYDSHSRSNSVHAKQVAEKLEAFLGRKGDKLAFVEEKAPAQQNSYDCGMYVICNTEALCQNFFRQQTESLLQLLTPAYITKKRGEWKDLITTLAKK
GRIN3A LBD mod = binders of NR3A ligand-binding domain, primary screen, biophysical, differential scanning fluorimetry, uHTS. NR3A LBD differential scanning fluorimetry, Tm shift; 0% = protein alone, 100% = glycine-bound protein. 2.5% of 340,000 active. Glutamate receptor ionotropic, NMDA 3A (GRIN3A) ligand-binding domain. Tm shift relative to glycine control, % at 25 µM;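 active = melting temperature shift of at least 10% of the positive control shift, at one fixed dose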
HKDC1 inhibitor = HKDC1 hexokinase inhibitors, primary screen, biochemical, fluorescence, uHTS; AID 493160, 2011; 0.16% of 340,000 active; inhibition, % at 20 µM; Q2TB90; recombinant HKDC1, G6PDH/diaphorase resazurin coupled fluorescence;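 active = inhibition above about 35% when tested at 20 µM, limit read from the data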;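 note: plate controls were DMSO wells with enzyme for no effect and DMSO wells lacking enzyme for full effect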
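Test system: Recombinant HKDC1 (HK5) hexokinase enzyme, produced in-house | Input: HKDC1 at 5 µg/mL | Buffer or medium: Tris pH 8.0 buffer with MgCl2, Tween-20, BSA, BME | Schedule: 90 min reaction incubation at room temperature, dark | Technique: Resazurin-to-resorufin fluorescence via G6PDH and diaphorase coupling, 525/613 nm | Controls: DMSO wells with and without enzyme mix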
An asterisk follows results filed as active; . = not tested or not shown.

Every second line gives: SENP7 inh	PfGluPho inh	SENP6 block	MPTP block	ATG4B inhibitor	SENP8 block	GRIN3A LBD mod	HKDC1 inhibitor
- CC(C)c1cc(C(=O)OCC(=O)N2CCN(C(=O)c3ccco3)CC2)c(O)c(C(C)C)c1
 : -3	6	-4	-1.3	1	-102	9	0
- O=C(O)c1ccc2oc(=O)c(S(=O)(=O)c3ccccc3)cc2c1
 : 1	-20	7	-0.4	-4	6	-1	-1
- O=C(O)c1ccc(NC(C(=O)c2ccccc2)c2ccccc2)cc1 (stereo not drawn)
 : .	-20	.	1.7	-1	31	-1	-1
- CS(=O)(=O)N(CC(=O)Nc1ccc(F)cc1F)C1CCCCC1
 : -4	-10	5	-0.8	-2	6	0	5
- CC1(C)Cc2cccc(OCC(=O)OCC(=O)Nc3ccccc3)c2O1
 : -2	5	9	-0.4	-8	5	-1	-6
- Cc1ccc(S(=O)(=O)N2CCC3(CC2)OCCO3)c(C)c1
 : -17	6	-3	-0.4	-1	-1	-1	-5
- Cc1nc(SCC(=O)c2ccc(F)cc2)n[nH]1
 : -5	63*	-14	0.2	-2	1	4	-4
- CCN(Cc1ccc2c(c1)OCO2)C(=O)/C=C/c1cccc(Br)c1
 : -4	10	-6	-0.3	3	2	0	4
- CCCCOc1ccc(N2CC(C(=O)NCc3ccco3)CC2=O)cc1 (stereo not drawn)
 : -7	-2	-14	2.1	-3	2	1	-1
- COC(=O)c1c(NC(=O)c2ccccc2F)sc(C(=O)N2CCOCC2)c1C
 : 4	-3	46	-0.2	-3	-256	-3	-4
- CCOC(=O)c1c(-c2ccc(F)cc2)csc1/N=C/N(C)C
 : 7	-8	-4	-0.9	-2	18	-1	-4
- Cc1ccccc1C(=O)Nc1ccc(C(=O)N/N=C/c2ccncc2)cc1
 : -4	5	-11	-1.6	-3	4	-1	-6
- O=C(O)c1ccccc1-c1ccccc1C(=O)NNc1ccccc1
 : 6	20	13	0.7	-5	13	14*	-12
- CC(C)(C)n1nc(Cc2cccc3ccccc23)c(C#N)c1N
 : 13	-8	-4	-1.5	-1	12	-4	0
- Cc1cc(C)cc(C(=O)OCC(=O)N2CCCC2)c1
 : -5	2	-5	0.3	-4	-2	1	-1
- Cc1ccc(S(=O)(=O)N2CCOCC2)cc1NC(=O)CN1C(=O)CN(C)C1=O
 : 10	-2	-14	-0.7	4	17	4	-6
- Cc1cc(=O)[nH]c(-c2cccs2)n1
 : -8	1	-21	4.9	-12	11	0	-2
- OC(CSc1ccccc1Cl)CN1CCN(c2ccc(F)cc2)CC1 (stereo not drawn)
 : -3	14	-7	1.4	-9	17	-8	3
- Cc1cc(NC(=O)Nc2cccc3ccccc23)no1
 : -8	6	-27	0.1	-10	-57	-2	1
- CC(C)c1ccc2oc(-c3ccc(NC(=O)c4ncn[nH]4)cc3)nc2c1
 : 16	-2	35	2.7	-4	-266	0	-7

More structures
Every second line gives: SENP7 inh	PfGluPho inh	SENP6 block	MPTP block	ATG4B inhibitor	SENP8 block	GRIN3A LBD mod	HKDC1 inhibitor
- COCCCN(C(=O)Nc1ccccc1)C(C)c1ccncc1 (stereo not drawn)
 : 2	1	-3	-1.1	-3	14	-2	0
- COc1ccc(S(=O)(=O)N2CCCCCC2)cc1C(=O)Nc1cc(C)ccn1
 : -4	2	3	-0.9	-1	-84	-10	-1
- CC(Cl)C(=O)Nc1c2c(nn1-c1ccccc1)CSC2 (stereo not drawn)
 : 2	-6	1	0.6	1	14	-1	0
- O=C(Cc1cccs1)NCc1ccncc1
 : 16	-6	-22	-1.8	6	21	-1	-4
- CCCc1cc(=O)[nH]c(SCC(=O)C(C)(C)C)n1
 : -6	3	-8	-1.0	-8	6	1	0
- O=c1[nH]nc2c3ccccc3cnn12
 : 2	-6	5	-2.2	6	24	0	1
- COC(=O)c1ccc(Nc2nnc(-c3ccc(C)c(S(=O)(=O)NCC4CCCO4)c3)c3ccccc23)cc1 (stereo not drawn)
 : -5	10	1	-18	10	-354	-5	1
- C=C1Cn2c(nnc2-c2ccc(Cl)cc2)S1
 : -7	6	-9	-0.1	3	3	-3	-5
- Cc1cccc(NC(=O)CSc2nc3ccccc3c(=O)n2CC2CCCO2)c1 (stereo not drawn)
 : -3	1	-11	-1.2	-6	7	-1	-1
- CCn1c(SCC(=O)c2ccc(Br)cc2)nnc1C(C)NC(=O)Cc1ccc(OC)cc1 (stereo not drawn)
 : -5	-1	3	-2.3	-4	11	-1	-6
- Cc1cc2oc(=O)cc(CN3CCOCC3)c2cc1C
 : -2	-2	14	-1.4	4	-4	1	-8
- COc1ccc(-n2cc(CNCCc3cscn3)c(-c3ccccc3Cl)n2)cc1
 : -5	20	-13	.	6	.	-5	-11
- CCOC(=O)CCNC(=O)N1CCCC(C(=O)c2cccc(Cl)c2)C1 (stereo not drawn)
 : -2	12	5	1.8	-10	17	0	8
- CC(C)c1ccc(NC(=O)COC(=O)CSc2nnc(N)s2)cc1
 : 5	11	-13	-4.0	-14	2	13*	-7
- COC(=O)c1ccc(S(=O)(=O)N2CCc3ccccc3C2)cc1
 : -20	10	-15	-0.1	2	11	0	4
- N#Cc1c(NCc2ccccc2)ccnc1NCc1cccnc1
 : -4	-9	5	13	-9	2	-2	-1
- CC(C)n1cc(NC(=O)c2cc(-c3ccccc3)on2)cn1
 : 2	15	0	0.6	-6	25	2	-1
- COc1ccc2cc(C(c3nnnn3CC3CCCO3)N3CCOCC3)c(=O)[nH]c2c1 (stereo not drawn)
 : 10	1	1	-1.7	0	-226	1	-6
- OCC1(Cc2ccccc2F)CCCN(CCc2ccccc2)C1 (stereo not drawn)
 : -2	-1	-28	1.0	7	6	-1	6
- CC(C)=CCN1CCN(Cc2ccc(C)s2)CC1CCO (stereo not drawn)
 : 1	0	17	-1.4	-4	21	1	0

Carrying on:
Every second line gives: SENP7 inh	PfGluPho inh	SENP6 block	MPTP block	ATG4B inhibitor	SENP8 block	GRIN3A LBD mod	HKDC1 inhibitor
- Cc1ccc2[nH]c(O)c(N=NC(=O)C(C)n3cnc4ccccc4c3=O)c2c1 (stereo not drawn)
 : 4	68*	-13	0.5	23	26	-2	10
- CSc1ccccc1-n1nnnc1SCC(=O)Nc1ccccc1C
 : -12	12	4	-1.3	9	6	14*	14
- CN1CC(=O)Nc2ccc([N+](=O)[O-])cc2C1=O
 : -1	-4	4	0.4	-2	7	-3	-5
- Clc1ccc(CN2CCC(Cc3ccccc3)CC2)cc1
 : 3	4	-25	0.2	0	24	-1	3
- O=C(O)C1CCCC2CN3CCc4c([nH]c5ccccc45)C3C(O)C21 (stereo not drawn)
 : 4	9	10	0.5	0	-47	1	12
- COc1ccc2nc(/C=N/NC(=O)CCNC(=O)OC(C)(C)C)ccc2c1
 : 24	-2	-6	1.1	-11	-437	0	2
- O=C(Nc1ccc(Oc2cccnc2)cc1)c1ccc([N+](=O)[O-])cc1
 : 7	13	-2	1.8	0	-4	-2	1
- COc1ccc(NC2=CC(=O)CC(c3ccc(C)cc3)C2)c(OC)c1 (stereo not drawn)
 : 3	7	-12	-0.5	-9	18	0	3
- CCc1nc2cccnc2n1-c1ccc(CC(=O)NC(C)CC)cc1 (stereo not drawn)
 : 5	5	8	1.0	2	5	0	-6
- Cc1c(-n2c(SC(C)C(=O)NC(N)=O)nc3ccccc3c2=O)c(=O)n(-c2ccccc2)n1C (stereo not drawn)
 : 6	-11	-20	-1.0	2	9	0	-2
- CCCCn1c(N)c(N(CCOC)C(=O)COC(=O)COc2c(C)cc(C)cc2C)c(=O)[nH]c1=O
 : -4	-1	9	4.7	-2	9	-2	-6
- O=C(c1ccc(SCc2cccc(Br)c2)c([N+](=O)[O-])c1)N1CCN(c2ccccn2)CC1
 : 9	5	-13	-1.3	-7	7	0	-1
- CSc1ccc(C(=O)C2CCCN(C(=O)c3csc(C(C)=O)c3)C2)cc1 (stereo not drawn)
 : 7	6	-19	2.8	10	12	-1	-9
- COc1ccccc1NCC(=O)N/N=C/C=C/c1ccccc1
 : 6	10	0	0.6	-10	-24	-12	-6
- Cc1nn(Cc2ccccc2)c(Cl)c1/C=N/NC(=O)CNc1cccc(C(F)(F)F)c1
 : -6	12	-22	5.5	18	23	27*	11
- COc1cc(OC)c(C(=O)NCCCn2ccnc2)cc1OC
 : 1	7	5	-1.0	-6	6	0	-4
- NC(=O)c1ccccc1NC(=O)CC12CC3CC(CC(C3)C1)C2
 : -5	10	-3	-2.5	-10	-53	3	-6
- Cc1nc(-c2ccc(-c3ccon3)s2)no1
 : 6	-9	4	1.2	0	-32	1	-2
- COc1ccc(-n2nnnc2/C=C/Nc2cc(C(F)(F)F)ccc2OC)cc1
 : -4	32	4	7.0	-2	-142	0	-2
- Cc1cccc(C)c1OCc1nc2ccccc2[nH]1
 : 6	3	2	0.5	10	7	-1	-3

New compounds follow:
Every second line gives: SENP7 inh	PfGluPho inh	SENP6 block	MPTP block	ATG4B inhibitor	SENP8 block	GRIN3A LBD mod	HKDC1 inhibitor
- Cc1cc(OCCN2CCCC2)cc(C(C)C)c1
 : 2	1	2	0.9	-6	8	-8	-16
- COc1ccc(CNS(=O)(=O)c2ccc(F)cc2Br)cc1
 : .	24	.	0.1	-4	9	-2	-6
- O=C(COc1ccccc1Cl)Nc1nc(-c2ccncc2)cs1
 : 8	11	2	0.7	-15	-4	-3	-1
- O=c1[nH]c2ccc(S(=O)(=O)N3CCCCC3)cc2[nH]c1=O
 : -3	-9	-10	-1.1	-13	-120	3	5
- CCCNC(=O)c1csc2c1CCCCC2
 : -3	12	-6	1.4	-12	5	0	2
- Cc1ccc(OCC(=O)NNC(=O)C2CSC3(C)CCC(=O)N23)cc1C (stereo not drawn)
 : -5	3	-1	-2.9	-4	5	0	-5
- O=C(CCNC(=O)c1ccc([N+](=O)[O-])cc1)Nc1ccc(Cl)c(S(=O)(=O)N2CCOCC2)c1
 : -9	-8	-3	-0.1	5	11	-4	2
- O=C(NC(=O)c1ccccc1)Nc1cccc(S(=O)(=O)N2CCCCC2)c1
 : -1	1	7	1.2	2	8	0	-8
- Cc1ccc(S(=O)(=O)CCC(=O)N(C)c2c(N)n(Cc3ccccc3)c(=O)[nH]c2=O)cc1
 : -11	-1	1	0.8	1	2	0	-2
- CN(C)C=NC(=O)c1cc(C(=O)c2ccc(Cl)cc2Cl)c[nH]1
 : 6	10	-2	-2.7	3	2	2	-7
- C/C(=N\NC(=O)c1ccccc1O)c1cccc(NC(=O)c2ccccc2)c1
 : 3	-5	-16	1.0	-1	-60	0	3
- Cn1c(=O)c2c3c(sc2n2c(SCC(N)=O)nnc12)CC(C(C)(C)C)CC3 (stereo not drawn)
 : 2	18	14	-1.8	-5	2	-1	4
- O=C(O)c1ccc2c(c1)OCCO2
 : -10	-7	-11	0.9	-5	16	2	3
- O=C(N/N=C/c1c[nH]c2ccccc12)c1cccc(O)c1
 : -5	16	9	0.6	-8	-41	26*	-7
- CCOc1ccc2c(c1)c(N=Nc1cccc(C(=O)O)c1)c(O)n2C
 : 2	3	35	2.0	-4	20	1	6
- Cc1ccccc1Cn1c([N+](=O)[O-])cnc1C
 : -7	-9	-8	-1.0	-8	21	0	-10
- COc1cc([N+](=O)[O-])ccc1NC(=O)CN1CCOCC1
 : 9	-3	-32	0.2	-2	3	-1	-1

Compound profiles (already shown). Order of screens: SENP7 inh, PfGluPho inh, SENP6 block, MPTP block, ATG4B inhibitor, SENP8 block, GRIN3A LBD mod, HKDC1 inhibitor
Listed for `CN(C)C=NC(=O)c1cc(C(=O)c2ccc(Cl)cc2Cl)c[nH]1` : 6, 10, -2, -2.7, 3, 2, 2, -7
Listed for `CCOc1ccc2c(c1)c(N=Nc1cccc(C(=O)O)c1)c(O)n2C` : 2, 3, 35, 2.0, -4, 20, 1, 6
